RECQ1 inh – blocks DNA unwinding by human RECQ1; AID 2549; RECQ1 DNA unwinding, red fluorescence kinetic read; actives 0.54% (n = 240,000); P46063; Potency, µM (titrated, usually from 57.3 µM), for inactives: top-dose activity, negative = inhibition, hits mostly inhibitors;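 further: plate controls were vehicle for no effect and no enzyme for full effect; nearly all actives have a fitted effect of over 30% in size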
Target sequence (P46063 whole entry, looked up): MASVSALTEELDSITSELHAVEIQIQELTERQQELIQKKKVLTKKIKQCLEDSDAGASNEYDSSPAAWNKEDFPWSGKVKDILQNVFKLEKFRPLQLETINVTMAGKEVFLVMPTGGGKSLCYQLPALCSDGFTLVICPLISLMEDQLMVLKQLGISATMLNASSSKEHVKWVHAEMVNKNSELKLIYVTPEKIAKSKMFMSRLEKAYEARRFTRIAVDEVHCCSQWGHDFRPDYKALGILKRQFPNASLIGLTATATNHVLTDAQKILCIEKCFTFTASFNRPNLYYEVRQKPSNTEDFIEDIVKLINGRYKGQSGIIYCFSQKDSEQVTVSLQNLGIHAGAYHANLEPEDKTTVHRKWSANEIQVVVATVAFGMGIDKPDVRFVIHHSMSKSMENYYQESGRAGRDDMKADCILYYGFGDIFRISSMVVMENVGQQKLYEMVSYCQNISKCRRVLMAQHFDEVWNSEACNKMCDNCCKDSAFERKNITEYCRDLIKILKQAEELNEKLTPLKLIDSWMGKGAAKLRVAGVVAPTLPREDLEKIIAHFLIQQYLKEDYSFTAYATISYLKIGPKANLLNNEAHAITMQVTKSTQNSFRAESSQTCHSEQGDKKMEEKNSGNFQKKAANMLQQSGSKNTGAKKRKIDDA
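50 nM RECQ1T1 preincubated 15 min with compound in Tris pH 8.0 buffer with MgCl2, DTT, Tween-20 and 2.5 ug/ml poly(dI-dC); started with 200 nM TAMRA/BHQ-2 forked duplex and 2 mM ATP. Unwinding read as fluorescence (525/598 nm), two reads 2 h apart.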
TRb-SRC2 inh – inhibitors of human thyroid hormone receptor beta-SRC2 interaction | TRbeta-SRC2 peptide binding, fluorescence polarization; receptor liganded with 1 µM T3 | Potency, µM (highest dose often 106 µM), for inactives: at the top dose activity change, negative = inhibition, hits mostly inhibitors | actives 0.065% (n = 280,000);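 further: plate controls were bound peptide for no effect and peptide without receptor for full effect; nearly all actives have a fitted effect of over 50% in size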
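Read-out is fluorescence polarization (555 nm excitation, 632 nm emission) of a Texas Red SRC2 coactivator peptide; loss of signal reflects blocked binding to human TRb ligand-binding domain in the presence of 1 uM T3.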
Tau fluor cs – counter-screen for tau fibril formation inhibitors; Potency, µM (series often up to 57.7 µM), without a hit: at the highest dose activity change, negative = decrease; tau K18 P301L Alexa594 fluorescence, heparin fibrillization; actives 0.93% (n = 280,000); AID 1463; further: on the % scale 0 is the no-effect control and ±100 the full control effect; nearly all actives have a fitted effect of over 55% in size
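Human tau K18 P301L (15 uM unlabeled, 0.24 uM Alexa 594-labeled) in 100 mM sodium acetate pH 7 with 20 uM heparin, 6 hr at 37 C. ThT 30 uM added, 1 hr ambient; Alexa 594 FP and total fluorescence read at 555/632 nm.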
L3MBTL1 inh – blocks human L3MBTL1. Q9Y468. actives 0.66% (n = 230,000). AlphaScreen L3MBTL1–H3K9me1 peptide binding. Potency, µM (highest dose often 57.1 µM), for inactives: at the top dose activity, negative = inhibition, actives largely listed as inhibitors; further: on the % scale 0 is the no-effect control and ±100 the full control effect; nearly all actives have a fitted effect of over 60% in size
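Displacement of a biotinylated histone H3(1-15) peptide monomethylated at Lys9 (75 nM) from L3MBTL1 (50 nM) was measured by AlphaScreen after a 30 min room-temperature compound incubation; cefsulodin titration served as intraplate control.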
HTT cytoprotect – protects HTT-Q103 PC12 cells, measured by ATP. PC12 HTT-Q103 induced, cytoprotection, ATP luminescence, 40 h. Potency, µM (titrated, usually from 56.4 µM), inactives show cytoprotection (ATP increase), most hits filed as activators. actives 0.14% (n = 230,000);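 further: % of control where 0% means no effect; nearly all actives have a fitted effect of over 45% in size; toxic huntingtin expression switched on by the ecdysone agonist tebufenozide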
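Huntington model: PC12 line, ecdysone-inducible HTTQ103 exon1–GFP, tebufenozide 100 nM. Test articles in a dose series. Endpoint luminescence from cellular ATP.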
Tau FP inhib – tau fibrillization inhibition (FP); actives 0.39% (n = 280,000); Potency, µM (doses to about 57.7 µM), for the others: at the highest dose activity, negative = inhibition, usual class: inhibitors; P10636; K18 P301L tau heparin fibrillization, Alexa594 FP, 6 h; further: on the % scale 0 is the no-effect control and ±100 the full control effect; nearly all actives have a fitted effect of over 55% in size
Target sequence (P10636 561-689 P618L limits assumed): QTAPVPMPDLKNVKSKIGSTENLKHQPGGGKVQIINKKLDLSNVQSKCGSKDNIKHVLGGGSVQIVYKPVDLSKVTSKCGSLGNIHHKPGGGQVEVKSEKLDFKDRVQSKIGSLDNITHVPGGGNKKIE
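Human K18 P301L fragment (15 uM unlabeled plus 0.24 uM Alexa 594-labeled) in 100 mM sodium acetate pH 7 with compound, aggregation induced by 20 uM heparin for 6 hr at 37 C. ThT (30 uM) added for 1 hr, then Alexa 594 FP read.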
Tau ThT inhib – tau fibrillization inhibition (ThT binding) | P10636 | recombinant tau K18 P301L (four-repeat tau fragment), heparin-induced fibrillization, ThT fluorescence | Potency, µM (titrated, usually from 57.4 µM), inactives show top-dose activity, negative = inhibition, most hits filed as inhibitors | actives 2.1% (n = 270,000) | AID 1460; further: on the % scale 0 is the no-effect control and ±100 the full control effect; nearly all actives have a fitted effect of over 55% in size
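Tau K18 P301L fragment (15 uM unlabeled plus 0.24 uM Alexa 594-labeled) in 100 mM sodium acetate pH 7 with compound, fibrillization induced by 20 uM heparin for 6 hr at 37 C. Thioflavin T (30 uM) added, fluorescence read after 1 hr (ex 450, em 510 nm).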
TR SRC2 fluor cs – alters Texas Red total fluorescence, flagging assay interference; actives 0.29% (n = 280,000); TRb/SRC2 Texas Red total fluorescence interference; Potency, µM (series often up to 106 µM), for the others: at the highest dose fluorescence change, negative = quenching; active means well fitted curve in either direction with a large enough effect; inconclusive means small, poorly fitted or top-dose-only effect; further: on the % scale 0 is the no-effect control and ±100 the full control effect
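Human TRβ ligand-binding domain (0.6 uM) and Texas Red SRC2 peptide (20 nM) in Tris buffer with 1 uM T3 and 5% DMSO were incubated with pinned compound for 5 hr at ambient temperature. Total fluorescence was computed as S + 2P (555/632 nm).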
Numbers without * were called inactive; i = inactive; ? = inconclusive; . = no result given; & = joins results of further samples; [ ] = remark or other dose. Unless noted, the call rests on the fitted dose curve; in most records, active means well fitted curve in the direction sought with a large enough effect; inconclusive means small, poorly fitted or top-dose-only effect, or another doubt; inactive means no such curve, though single readings can be large; an effect the other way counts as inactive or inconclusive. Potency means the concentration at half of the fitted maximal effect. Only part of the results is shown, so the mix of outcomes need not match the whole.

smiles | RECQ1 inh | TRb-SRC2 inh | Tau fluor cs | L3MBTL1 inh | HTT cytoprotect | Tau FP inhib | Tau ThT inhib | TR SRC2 fluor cs
CC(C)OC(=O)N(C)c1ccc(C(O)(C(F)(F)F)C(F)(F)F)cc1 | -9% | -4% | -9% | . | -2% | 3% | -2% | -2%
COc1ccc(-c2csc(NC(=O)c3ccc(S(=O)(=O)N4CCc5ccccc5C4)cc3)n2)cc1 | -4% | -11% | -2% | -1% | 14%[10 µM] | ? | 11% | 0%
Cc1ccc(S(=O)(=O)c2cc(OC(=O)c3ccco3)ccc2OC(=O)c2ccco2)cc1 | -2% | -1% | -18% | -11% | 10%[10 µM] | 6% | ? | -4%
CC1=NNC(=O)C1CC(=O)N/N=C/C(C)=C/c1ccccc1 (centres undefined) | -4% | -2% | -4% | -5% | -32%[inhibitor] | -11% | -3% | -4%
COc1ccc2nc(SCc3cccc(C)c3)nc(C)c2c1 | -13% | -7% | -20% | 142%[activator] | 22%[10 µM] | -6% | -18% | -1%
CCc1ccc(-c2[nH]c3c(c2-c2c(-n4cccc4)n(C)c(=O)n(C)c2=O)c(=O)n(C)c(=O)n3C)cc1 | . | -17% | -5% | . | . | 6% | -3% | ?
CC(C)CSc1nc(N2CCOCC2)c2c(c1C#N)CC(C)(C)SC2 | 0% | -14% | -19% | -2% | -22% | 4% | ? | -1%
CC[C@@H]1Cc2cc(O)ccc2C2=C1c1ccc(O)cc1C[C@H]2CC | -4%&-14% | 1% | 10µM*[quencher] | -9% | ? | ? | 18µM* | 1%
Cc1cc(C(=O)CN2C(=O)NC(C)(CC(C)C)C2=O)c(C)n1-c1ccc2c(c1)OCO2 (centres undefined) | 1% | -3% | -2% | -14% | -6%[10 µM] | 11% | ? | -16%
CC(NC(=O)CSc1nc2ccc(N)cc2s1)c1ccccc1 (centres undefined) | -12% | -2% | -14% | -6% | 16%[10 µM] | -3%[2.34 µM] | -16% | 12%
Cc1cc(C)c2c(=O)cc(C(=O)Nc3ccc(S(=O)(=O)Nc4onc(C)c4C)cc3)oc2c1 | . | 13% | ? | . | . | 8% | ? | 126µM*[quencher]
CC(C)OC(=O)CSc1nnc(-c2cnccn2)n1Cc1ccco1 | 10% | -14% | -4% | . | 6% | -8% | -6% | 0%
COc1ccc(-c2nc3c(c4c2C[C@H](c2ccccc2)OC4)CN(S(=O)(=O)c2ccc(NC(C)=O)cc2)CC3)c(C)c1 | -6%[11.5 µM] | -1%[11.2 µM] | -6%[11.6 µM] | . | -10%[10 µM] | -6%[11.6 µM] | 2%[11.5 µM] | -6%[11.2 µM]
COC(=O)c1c(NC(=O)c2ccccc2[N+](=O)[O-])sc2c1CC(C)(C)NC2(C)C | -4% | 2%[53 µM] | 1% | 2% | 17%[10 µM] | 7% | 6% | -2%[53 µM]
C/C(=N/NC(=O)c1ccc2nc[nH]c2c1)c1cccs1 | -2% | 3% | -5% | 0% | -10%[10 µM] | -7% | -7% | -4%
C=C1CCN(C(C(=O)OC)C(C)C)S(=O)(=O)c2ccc(F)cc21 (centres undefined) | 1%&7% | 2%&9% | -9% | . | 9%[10 µM] | -4% | 1% | -1%&1%
Cc1nc(NC(=O)CSc2nnc(-c3ccccc3)c(-c3ccccc3)n2)c(Cl)cc1Cl | -12% | 19% | -17% | -2% | 5%[10 µM] | 2% | -11% | 9%
c1ccc2nc(-c3nc4ccccc4[nH]3)ccc2c1 | -14% | -7% | -3% | -16% | -102%[inhibitor][10 µM] | -8% | -6% | -2%
Cc1ccsc1/C=N/Nc1nc2ccccc2[nH]1 | -10% | 3% | ? | -16% | 25%[1.9 µM] | 1% | ? | -13%
CCOC(=O)Cc1csc(NC(=O)c2sc3nc4ccc(CC)cc4cc3c2N)n1 | -25% | 0% | -28% | ? | -124%[inhibitor] | 3% | 8.9µM* | -14%
O=C(Nc1ccccc1)ON=C1c2ccccc2-c2ccccc21 | -1% | -2% | -21% | -1% | 12% | 2% | ? | 0%
COc1ccc(NC(=O)Cn2cc(C(=O)c3ccco3)c3ccccc32)cc1 | -2% | -1% | -7% | 4% | -8% | 0% | -11% | -2%
CC(C)OC(=O)Nc1ccc2c(c1)N(C(=O)CCN1CCN(CCO)CC1)c1ccccc1CC2 | 9% | 2%[53 µM] | 7% | -7% | 2%[10 µM] | 4% | 9% | -2%[53 µM]
Cc1ccc(S(=O)(=O)NCCc2nnc3ccc(SCc4ccccc4C)nn23)cc1 | . | -6% | -5% | . | . | -4% | -8% | -2%
COc1ccc(CNC(=O)CSc2nc3ccccc3nc2Cc2ccccc2)cc1 | . | 2% | 0% | . | . | -8% | 0% | -1%
CC1(C)CC(=O)c2c(S(C)(=O)=O)sc(Br)c2C1 | -8% | -3% | -5% | -1% | 12%[10 µM] | -8% | 0% | -2%
CCOCCCNCc1cc(Cl)ccc1OCC | i | -4% | 6% | -3% | 2%[10 µM] | 2% | 1% | -5%
C/C(=N\O)c1ccc(Cl)cc1Cl | -12% | -5% | 5% | 7% | 12%[10 µM] | 7% | 9% | 3%
Cc1c(N)cccc1-c1nc2ccccc2[nH]1 | 1% | 6% | 3% | -21% | -17%[10 µM] | -1% | 16% | 1%
O=C(Nc1nc(-c2cccs2)c(-c2ccccc2)s1)c1ccco1 | -5% | 14% | ? | -15% | -26% | ? | -20% | 0%
CC(=O)c1cc2c(cc1N/C(=N/S(=O)(=O)c1ccc(C)cc1)c1ccc(Cl)cc1)OCO2 | -2% | -4%&0% | 0%&-10% | -1% | 12%[10 µM] | ? | ? | -26%&-1%
CCCN1C(=O)c2cc(C(=O)Nc3cccc(C(C)=O)c3)ccc2C1Nc1cccc(C(C)=O)c1 (centres undefined) | -4% | 4% | -26% | . | 30%[10 µM] | -11% | . | -1%
CN(C)c1oc(-c2ccccc2F)nc1C#N | -4% | 1% | -13% | -11% | -6% | -7% | -9% | -1%
CCOC(=O)C1=C(C)NC(=O)/C1=C\N(C)C | -5% | -6% | -17% | . | 7% | ? | ? | 2%
CCCn1c(NCCO)nc2ccccc21 | -6% | -2% | -1% | . | 10% | 2% | -5% | 1%
CCN(CC)CCNc1ccc2nnc(CCNS(=O)(=O)c3ccc(C)cc3)n2n1 | 16% | 5% | 1% | 4% | . | 2% | 2% | -1%
CN(C(=O)COC(=O)c1cccnc1Nc1cccc(C(F)(F)F)c1)C1CCS(=O)(=O)C1 (centres undefined) | -10% | 5% | -16% | 13% | -3%[10 µM] | ? | 2% | 1%
Cc1[nH]c2ccccc2c1C(=O)CN1CC(C)OC(C)C1 (centres undefined) | -5% | -3% | -7% | 9% | 21%[10 µM] | -2% | -11% | -1%
CCc1cccc(NC(=O)c2oc3ccc4c(c3c2C)C(=O)CC(C)(C)O4)c1 | . | -1% | -12% | . | . | -10% | -4% | -2%
Cc1cc(C)c2oc(C(=O)Nc3ccc(S(=O)(=O)N4CCCC(C)C4)cc3)cc(=O)c2c1 (centres undefined) | 8% | 1% | ? | -1% | . | ? | ? | -1%
CC(=O)N1CCN(S(=O)(=O)c2cccc(C(=O)Nc3ccc4c(c3)CCC4)c2)CC1 | -4% | -2% | 8% | 43% | -9%[10 µM] | 7% | 9% | -4%
NNc1ncnc2sc3c(c12)CCC3 | -2% | 4% | -16% | -18% | 7%[10 µM] | -6% | ? | 2%
CN(/C=C/C(=O)C(F)(F)C(F)(F)F)Cc1ccccc1 | -4% | -14% | -6% | 4% | -9%[10 µM] | 1% | -10% | 1%
Cc1cccc(N2CCN(S(=O)(=O)c3ccc4c(c3)CC(=O)N4C)CC2)c1C | . | -7% | 5% | . | . | 4% | -1% | 22µM*[quencher]
CSc1nc2ccccc2cc1/C=C(\C#N)c1ccc(Cl)c(Cl)c1 | i | -7% | -6% | 2% | -1% | 1% | -13% | 1%
COC(=O)[C@@]1(Cc2ccc(OC)cc2)[C@H]2c3cc(C(=O)N4CCCC4)n(CCc4ccccn4)c3C[C@H]2CN1C(=O)c1ccccc1 | -3% | 0% | -12% | . | -13% | 0% | ? | 1%
Cc1ccc(C(C#N)c2ccc(C(=O)c3ccc(F)cc3)cc2)cc1 (centres undefined) | -8% | -4% | -26% | . | 0% | -1% | -20% | 1%
O=C(O)c1ccc(Sc2nnc3ccccn23)c([N+](=O)[O-])c1 | i | -1% | -6% | 3% | 16%[10 µM] | -2% | -3% | -1%
CCc1ccc(CNC(=O)c2cnc3sc4cc(OC)ccc4n3c2=O)cc1 | . | 2% | -11% | . | . | -4% | -7% | 1%
Cc1cc(Cl)c(S(N)(=O)=O)cc1OCC(N)=O | -14% | 6% | 0% | 7% | -24% | 1% | -2% | 2%
COc1cc(NC(=O)COC(=O)CNC(=O)c2ccc(Cl)cc2)c(C)cc1[N+](=O)[O-] | -6% | 6% | -5% | -4% | -27%[0.074 µM] | -7% | -2% | 0%
CCOCC(=O)Nc1cc([N+](=O)[O-])ccc1C | -11% | -9% | -2% | -12% | -4%[10 µM] | 3% | -3% | 1%
CCOc1ccc(CNC(=O)Nc2ccc3c(c2)N(C)C(=O)c2ccccc2S3)cc1 | . | 3% | -13% | . | . | 2% | -12% | 0%
CCOc1ccccc1NC(=O)CN1CCCN(Cc2cccc(Cl)c2)S1(=O)=O | . | -4% | -17% | . | . | 2% | 1% | -1%
CCOc1cc(CNC(=O)Cn2ncn3c(cc4cc(F)ccc43)c2=O)cc(OCC)c1OCC | . | 0% | 2% | . | . | -10% | -10% | 7%
O=C(NCc1cccs1)c1ccc(Cl)s1 | -6% | -16% | 6% | 10% | 0%[0.074 µM] | 8% | 2% | 0%
